Screening results deposited in PubChem by National Center for Advancing Translational Sciences (NCATS).
Apoferritin bind: candidate novel general anesthetic via apoferritin binding; P02791; apoferritin/1-aminoanthracene competitive binding, fluorescence; Potency, µM (doses to about 77.5 µM), without a hit: at the top dose activity change, negative = displacement, actives largely listed as inhibitors; 350,000 tested, 0.074% active; AID 485281; note: potency is the fitted concentration of half-maximal effect; % is set by controls: 0 for no effect and ±100 for the full control effect; nearly all actives have a fitted effect of over 20% in size
Target sequence (P02791 2-175 limits assumed): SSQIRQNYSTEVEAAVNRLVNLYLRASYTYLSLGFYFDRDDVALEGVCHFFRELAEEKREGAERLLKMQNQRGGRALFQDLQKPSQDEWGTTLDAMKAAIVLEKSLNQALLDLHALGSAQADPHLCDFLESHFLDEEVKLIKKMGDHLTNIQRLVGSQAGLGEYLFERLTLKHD
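Steps: apoferritin (10 uM) was premixed with half-saturated 1-AMA in PBS, compounds were pin-transferred, plates stood 10 min at room temperature, fluorescence was read at 380/535 nm, and curves were fitted with a Hill equation.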
Pol beta inh: DNA polymerase beta (human) inhibition. P06746. Pol beta primer extension/strand displacement, fluorescence kinetic. Potency, µM (highest dose often 114 µM), for inactives: at the top dose activity change, negative = inhibition, actives largely listed as inhibitors. 340,000 tested, 1.3% active; note: potency is the fitted concentration of half-maximal effect; % is set by controls: 0 for no effect and ±100 for the full control effect
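Kinetic readout of DNA synthesis with strand displacement by Pol beta. Compound and 10 nM enzyme sit 15 min at room temperature; 50 nM substrate starts the reaction, read immediately and at 10 min.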
POLK inh: DNA polymerase kappa (human) inhibition | purified Pol kappa, fluorescent DNA synthesis assay, 10 min | 400,000 tested, 0.53% active | Potency, µM (titrated, usually from 107 µM), for inactives: top-dose activity, negative = inhibition, usual class: inhibitors | Q9UBT6 | AID 588579; note: potency is the fitted concentration of half-maximal effect; % is set by controls: 0 for no effect and ±100 for the full control effect
Target sequence (Q9UBT6 whole entry, looked up): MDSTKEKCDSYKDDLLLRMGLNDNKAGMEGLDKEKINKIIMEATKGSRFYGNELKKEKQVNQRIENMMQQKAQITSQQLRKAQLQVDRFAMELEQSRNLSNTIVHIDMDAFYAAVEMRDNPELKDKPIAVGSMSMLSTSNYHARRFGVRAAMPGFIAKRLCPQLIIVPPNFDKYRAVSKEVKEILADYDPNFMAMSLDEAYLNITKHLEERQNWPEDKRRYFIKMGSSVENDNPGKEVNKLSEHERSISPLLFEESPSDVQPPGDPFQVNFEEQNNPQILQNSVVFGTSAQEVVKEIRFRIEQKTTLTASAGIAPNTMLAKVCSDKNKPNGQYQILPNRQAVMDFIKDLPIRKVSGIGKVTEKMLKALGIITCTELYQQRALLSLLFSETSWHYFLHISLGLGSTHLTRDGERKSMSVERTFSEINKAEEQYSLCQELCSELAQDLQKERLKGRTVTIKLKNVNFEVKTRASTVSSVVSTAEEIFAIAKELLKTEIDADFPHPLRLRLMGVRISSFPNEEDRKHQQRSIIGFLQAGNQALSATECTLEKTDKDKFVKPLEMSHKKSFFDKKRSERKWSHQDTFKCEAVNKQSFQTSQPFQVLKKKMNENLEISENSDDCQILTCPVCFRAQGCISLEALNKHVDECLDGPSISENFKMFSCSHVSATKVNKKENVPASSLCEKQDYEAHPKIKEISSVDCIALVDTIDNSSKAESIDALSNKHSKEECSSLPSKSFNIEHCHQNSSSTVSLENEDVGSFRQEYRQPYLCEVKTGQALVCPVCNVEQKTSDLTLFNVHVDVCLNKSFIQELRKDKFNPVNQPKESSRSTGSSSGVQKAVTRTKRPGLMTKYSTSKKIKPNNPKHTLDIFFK
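Activity was followed as the change in fluorescence between reads at 0 and 10 min after starting the reaction with 50 nM substrate. Beforehand, 10 nM polymerase had been preincubated with compound for 15 min at room temperature.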
PGK inhibitor: inhibitors of T. brucei phosphoglycerate kinase; AID 602233; P07378; Potency, µM (highest dose often 57.5 µM), without a hit: at the top dose activity change, negative = inhibition, actives largely listed as inhibitors; 380,000 tested, 0.043% active; PGK/GAPDH coupled, Kinase-Glo luminescence, 60 min; note: potency is the fitted concentration of half-maximal effect; % is set by controls: 0 for no effect and ±100 for the full control effect; nearly all actives have a fitted effect of over 60% in size
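Recombinant glycosomal PGK reaction used 1,3-bisphosphoglycerate generated in-well by GAPDH (100nM final) in 100mM TEA pH 7.6, 5mM MgCl2, 0.01% Tween-20. After 60 minutes at room temperature, ATP was read by Kinase-Glo Plus luminescence end-point.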
POLI inh: inhibitors of human DNA polymerase iota | Q9UNA4 | Pol iota fluorescent replication assay, 10 min | 390,000 tested, 1% active | AID 588590 | Potency, µM (doses to about 115 µM), inactives show top-dose activity, negative = inhibition, actives largely listed as inhibitors; note: potency is the fitted concentration of half-maximal effect
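Pol iota at 10 nM preincubated 15 min with compounds at room temperature; reaction started with fluorescent substrate, 50 nM final. Fluorescence read kinetically at 0 and 10 min; buffer-only wells as negative control.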
APE1 inh: inhibitors of human APE1 endonuclease; Potency, µM (top dose mostly 65.8 µM), without a hit: top-dose activity change, negative = inhibition, usual class: inhibitors; recombinant APE1, TAMRA/BHQ-2 abasic DNA cleavage fluorescence; 350,000 tested, 0.35% active; P27695;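 note: potency is the fitted concentration of half-maximal effect; plate controls were vehicle for no effect and reference inhibitor for full effect; nearly all actives have a fitted effect of over 55% in size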
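Enzyme (0.75 nM final) and test compound are incubated 15 min at room temperature before adding 50 nM quenched THF abasic-site duplex. Cleavage dequenches TAMRA, followed at 525/598 nm over three reads one minute apart.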
RXFP1 antagonist: RXFP1 (human) relaxin receptor antagonism; 350,000 tested, 0.59% active; activity change, negative = inhibition, % at 57.5 µM; HEK293-RXFP1, relaxin-stimulated cAMP HTRF, 30 min; stronger effect = lower value; Q9HBX9; AID 1259400;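 active = activity change of -60% or lower, but not beyond a set lower limit; inconclusive = change between -60% and -40%, or beyond the set limit; inactive = change above -40%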; note: % is set by controls: 0 for no effect and ±100 for the full control effect
Pol eta inh: DNA polymerase eta (human) inhibition; recombinant Pol eta, fluorescent DNA replication assay; Potency, µM (highest dose often 114 µM), inactives show at the highest dose activity change, negative = inhibition, hits mostly inhibitors; 390,000 tested, 1.2% active; Q9Y253; note: potency is the fitted concentration of half-maximal effect; % is set by controls: 0 for no effect and ±100 for the full control effect
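Fluorescent replication assay: 50 nM final substrate added after a 15 min room-temperature compound preincubation with 10 nM enzyme. Signal taken at 0 min and again at 10 min.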
BLM helicase inh: inhibitors of human Bloom syndrome helicase BLM; P54132; recombinant BLM DNA unwinding, fluorescence dequenching; Potency, µM (doses to about 56.1 µM), for inactives: at the top dose activity change, negative = inhibition, usual class: inhibitors; 350,000 tested, 0.2% active; AID 2528;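 note: potency is the fitted concentration of half-maximal effect; plate controls were vehicle for no effect and no enzyme for full effect; nearly all actives have a fitted effect of over 35% in size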
* hit, by the source's call; i = inactive; ? = inconclusive; · = not tested or not shown; [ ] = another dose, or the depositor's remark. Unless noted, calls come from the whole dose curve; as a rule, active = well fitted curve in the direction sought with a large enough effect; inconclusive = small, poorly fitted or top-dose-only effect, or another doubt; inactive = no such curve, though single readings can be large; an effect the other way counts as inactive or inconclusive. The list is partial (hit frequency here may not be typical).

entry	Apoferritin bind	Pol beta inh	POLK inh	PGK inhibitor	POLI inh	Compound	APE1 inh	RXFP1 antagonist	Pol eta inh	BLM helicase inh
1	-5%	57%	1%	-11%	54%[activator]	COc1ccc(C(=O)NCCc2nnc3ccc(SCC(=O)N4CCCCC4)nn23)cc1	-6%	8	-16%	-2%
2	-5%	-1%	-5%	-3%	460%[activator]	Cc1ccc(NC(=O)Cc2c[nH]c3ccccc23)cc1S(=O)(=O)N1CCCCCC1	-5%	-3	-22%	-10%
3	-2%	3%	-7%	9%	22%	Cc1ccc(C)c(NC(=S)NCCN(C2CCCCC2)C2CCCC2)c1	4%	-26	-13%	-2%
4	·	·	-5%	-1%	-4%	Nc1c(C(=O)CSc2nnnn2-c2ccc(O)cc2)c(=O)[nH]c(=O)n1C1CC1	27%	-2	-6%	·
5	·	·	-10%	-2%	-9%	O=C(Cn1nc(C(=O)O)c2ccccc2c1=O)Nc1cccc(S(=O)(=O)N2CCCCC2)c1	-7%	-10	-12%	·
6	-5%	11%	-28%	9%	7%	COc1cccc(-c2cc(C(=O)Nc3c(C)nn(Cc4ccccc4Cl)c3C)no2)c1	·	-6	-20%	-13%
7	?	-25%	-10%	-6%	18%	O=C1c2[nH]nc(-c3ccccc3)c2C(c2ccccc2)N1c1cccc(C(F)(F)F)c1 (stereo not drawn)	·	-30	?	-9%
8	·	·	-20%	-5%	13%	COc1ccccc1N1CCN(C(=O)c2cccc(S(=O)(=O)N3CCCCCC3)c2)CC1	5%	-1	-21%	·
9	?	0%	-8%	i	6%	COc1ccccc1CN(Cc1nc2ccccc2c(=O)[nH]1)C(=O)Nc1ccccc1C	-6%	17	-5%	-1%
10	-10%	-10%	12%	-23%	25%	COC(=O)c1cc(NC(=S)N2CCN(c3ccccn3)CC2)cc(C(=O)OC)c1	-2%	-3	-18%	-15%
11	-7%	?	2%	-7%	15%	CCOC(=O)C1=C(CNCCc2ccc(Cl)cc2)NC(=O)NC1c1ccc2c(c1)OCO2 (stereo not drawn)	-2%	-9	-16%	-11%
12	-22%	2%	-10%	i	74%[activator]	Oc1ccc(/C(Cc2ccccn2)=N\Nc2ccccc2)c(O)c1	-3%	-15	-10%	-3%

The last two records of the part above come first, to join the parts.
entry	Apoferritin bind	Pol beta inh	POLK inh	PGK inhibitor	POLI inh	Compound	APE1 inh	RXFP1 antagonist	Pol eta inh	BLM helicase inh
11	-7%	?	2%	-7%	15%	CCOC(=O)C1=C(CNCCc2ccc(Cl)cc2)NC(=O)NC1c1ccc2c(c1)OCO2 (stereo not drawn)	-2%	-9	-16%	-11%
12	-22%	2%	-10%	i	74%[activator]	Oc1ccc(/C(Cc2ccccn2)=N\Nc2ccccc2)c(O)c1	-3%	-15	-10%	-3%
13	-5%	20%	-4%	-7%	-29%	Cc1ccc(S(=O)(=O)N2CCN(C(=O)c3ccc4c(c3)OCO4)CC2)cc1	-9%	-23	-4%	-4%
14	-20%	0%	0%	-10%	6%	CCOC(=O)C1CCN(c2ncnc3c2oc2ccc(Cl)cc23)CC1	12%	-22	-5%	-1%
15	6%	0%	-6%	3%	-3%	CCOc1ccc(CCNC(=O)C2CCN(C(=O)N3CC(CC)Oc4ccc(C)cc43)CC2)cc1 (stereo not drawn)	·	-36	-6%	-4%
16	·	·	-6%	i	14%	O=C(OCCc1cc2ccccc2c(=O)o1)c1ccc2c(c1)OCO2	-16%	·	-17%	·
17	-8%	17%	1%	-1%	1%	COc1ccc(CC(=O)NC2CCSc3ccccc32)cc1OC (stereo not drawn)	40%	6	5%	-7%
18	6%	-14%	-13%	-9%	0%	CCc1ccc2oc(-c3cc(NC(=O)C(C)C)cc(C)c3O)nc2c1	·	·	-3%	-3%
19	2%	25%	-4%	0%	166%[activator]	c1ccc(-c2nc(-c3ccncc3)n[nH]2)nc1	13%	0	-16%	-1%
20	0%	2%	-45%	i	?	CCN(CC)c1cc(C)c2cc(NC(=O)/C=C/c3cc(OC)c(OC)c(OC)c3)ccc2n1	·	1	-24%	-5%
21	-9%	35%	-5%	-8%	155%[activator]	Cc1cc(C)nc(/N=C(/NC(=O)Nc2ccc(Cl)c(Cl)c2)Nc2cccc(Cl)c2)n1	1%	16	0%	4%
22	·	·	1%	-3%	-25%	OC1COC(O)C(O)C1O (stereo not drawn)	0%	·	-6%	·
23	-3%	18%	-7%	-1%	25%	O=C(Nc1ccc(CN2CCS(=O)(=O)CC2)cc1)c1ccccc1	15%	3	3%	-1%
24	-10%	7%	-5%	16%	122%[activator]	COc1ccc(NC(=S)NC2CCCCC2)cn1	-4%	3	-10%	-1%

Single values from the results shown:
O=C(Nc1ccc(CN2CCS(=O)(=O)CC2)cc1)c1ccccc1 – Pol eta inh: 3%
OC1COC(O)C(O)C1O (stereo not drawn) – APE1 inh: 0%
CCc1ccc2oc(-c3cc(NC(=O)C(C)C)cc(C)c3O)nc2c1 – POLK inh: -13%
Cc1ccc(S(=O)(=O)N2CCN(C(=O)c3ccc4c(c3)OCO4)CC2)cc1 – Apoferritin bind: -5%

Carrying on:
entry	Apoferritin bind	Pol beta inh	POLK inh	PGK inhibitor	POLI inh	Compound	APE1 inh	RXFP1 antagonist	Pol eta inh	BLM helicase inh
25	?	93%	-16%	-2%	98%[activator]	CC(=O)c1cccc(NC(=S)NCCc2ccc(Cl)cc2)c1	-6%	0	-2%	-6%
26	·	·	-7%	i	55%[activator]	Cc1ccc([N+](=O)[O-])cc1S(=O)(=O)Nc1cccc(S(=O)(=O)NC2=NCCC2)c1	2%	-9	-13%	·
27	·	·	-15%	-1%	22%	O=C(CNC(=O)c1ccc(Br)o1)NNC(=O)c1ccccc1	21%	-12	-17%	·
28	-5%	11%	-4%	8%	70%[activator]	Cc1cc(C)[n+](C)n1CC(O)Cn1c2ccccc2c2ccccc21 (stereo not drawn)	2%	-14	3%	2%
29	-3%	10%	-8%	-2%	13%	Cc1cccc2cc3c(N)c(C(=O)N4CCCc5ccccc54)sc3nc12	3%	-12	-27%	-9%
30	?	-17%	-1%	-9%	?	CC1CCCC(NS(=O)(=O)c2cc3c(cc2Cl)NC(=O)CO3)C1C (stereo not drawn)	-11%	12	-12%	-8%
31	-10%	4%	-5%	i	0%	O=C(COc1ccc([N+](=O)[O-])cc1Cl)NCCc1ccccc1	18%	-3	-17%	-2%
32	?	11%	-12%	7%	33%[activator]	N#Cc1cccc(NC(=O)CC2CCCCC2)c1	-2%	9	-19%	-3%
33	2%	17%	7%	0%	30%	CCc1ccccc1NC(=O)CN(c1ccc(OC)cc1)S(=O)(=O)c1c(C)n[nH]c1C	·	·	-17%	-3%
34	-11%	-1%	-10%	3%	0%	CC1CCN(S(=O)(=O)c2cn(CC(=O)Nc3ccc(F)cc3)c(=O)c3ccccc23)CC1	·	·	-18%	-13%
35	-9%	0%	-14%	-7%	-12%	Cc1ccc(Cl)cc1N1CCN(C(=O)C2CCN(S(=O)(=O)c3cccnc3)CC2)CC1	-1%	0	-18%	-7%
36	-11%	-1%	-40%	-7%	?	CN1C(=O)CC(C(=O)O)SC1=Nc1cc(Cl)c(O)c(Cl)c1 (stereo not drawn)	-8%	0	?	1%
37	·	·	-12%	-5%	11%	N#CCCN(C(=O)COC(=O)CCc1nc2ccccc2c(=O)[nH]1)c1ccc(F)cc1	7%	-4	0%	·
38	-6%	4%	-10%	6%	43%[activator]	NS(=O)(=O)c1ccc(CCNC(=O)C(=O)c2cn(CC(=O)N3CCOCC3)c3ccccc23)cc1	-4%	1	-16%	1%
39	5%	19%	-8%	-2%	2%	Cc1ccc(NC(=O)CS(=O)CC(=O)N(c2ccc(C)cc2)C(C)C(=O)NC2CCCCC2)cc1 (stereo not drawn)	14%	-1	-3%	3%
40	-9%	16%	-1%	-6%	21%	CCOc1ccc(NC(=O)CC2C(=O)N(c3ccc(Cl)cc3)C(=O)N2Cc2cccs2)cc1 (stereo not drawn)	·	2	-17%	0%
41	5%	17%	-10%	-1%	3%	O=c1cc(-c2cccc(Br)c2)nc(-c2ccccc2F)o1	-1%	3	-4%	-1%
42	-22%	-3%	-19%	2%	52%[activator]	Cc1c(C(=O)N2CCCCC2C)sc2ncnc(N3CCc4ccccc4C3)c12 (stereo not drawn)	3%	?	-11%	-13%
43	0%	?	-37%	-2%	?	O=C(O)c1ccc(N/N=C/c2ccc(-c3ccc(Br)cc3)o2)cc1	45%[12.4 µM]	-13	-1%	-2%
44	-14%	-17%	6%	i	17%	CSc1cccc(NC(=S)N(CCC(C)C)C(C)c2ccncc2)c1 (stereo not drawn)	-5%	1	-17%	-6%
45	-5%	-6%	-20%	-3%	15%	O=C(CNS(=O)(=O)c1ccccc1)N/N=C/c1ccccc1[N+](=O)[O-]	43%	5	-6%	-6%
46	·	·	2%	-2%	17%	O=C(COC(=O)c1cc(=O)[nH]c(=O)[nH]1)Nc1cccc(Cl)c1	-1%	-4	-8%	·
47	-10%	-8%	-2%	9%	5%	CC(C)Cn1c(N)c(C(=O)COC(=O)c2cccnc2Cl)c(=O)n(C)c1=O	-1%	-3	-6%	-1%
48	?	45%	-7%	4%	16%	C=C(C)Cn1c(=S)[nH]c2ccccc2c1=O	4%	-17	-9%	4%
49	-16%	1%	-4%	-2%	7%	CC(=O)c1ccc(OCCCC(=O)Nc2ccc(C)c(S(=O)(=O)N(C)C)c2)cc1	1%	·	-17%	0%
50	·	·	4%	i	11%	Cc1ccc(CC2(c3ccccc3)NC(=O)NC2=O)cc1 (stereo not drawn)	·	0	-17%	·
51	-15%	29%	-11%	-3%	136%[activator]	CCCCn1c(N)c(N(CCOC)C(=O)c2ccc(-c3ccc([N+](=O)[O-])cc3)o2)c(=O)[nH]c1=O	2%	-5	-2%	-4%
52	-17%	-5%	-22%[60.1 µM]	i	-12%	Cc1cc(/C=N\NC(=O)COc2cccc3cccnc23)c(C)n1-c1ccc(Br)cc1	-4%	-2	-12%	-7%
53	-10%	-3%	·	·	·	COc1ccc(CNC(=O)Cn2ncn3cccc3c2=O)cc1	2%	·	·	4%
